# Ecoli tolC: blocks growth of E. coli BW25113 tolC mutant | AID 573 | growth inhibition, % at 10 µM (by protocol) | 65,000 tested, 2.2% active | OD615;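 active means growth inhibition at or above a cutoff equal to the mean over every tested compound plus 3 SD, cut at about 60% in these data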;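 further: growth measured after 20 h incubation at 37 °C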
#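 System: E. coli ΔtolC::kan strain BW25113; Buffer or medium: LB broth supplemented with 50 µg/mL kanamycin; Compound: 10 µM final, single dose; Incubation: bacterial growth with compound for 20 h at 37 °C; Signal: A615 absorbance measurement; Evaluation: growth inhibition in percent.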
# SF1 activator: activates the human nuclear receptor SF-1; Q13285; CHO-K1 Gal4-SF-1 LBD luciferase reporter; % increase over DMSO SF-1-specific signal; activation, % at 10 µM; 65,000 tested, 1.9% active;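 active means activation above the mean activation of all tested compounds plus 3 SD, cut at about 50% in these data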
# Target sequence (Q13285 whole entry, looked up, the tested form may be a part): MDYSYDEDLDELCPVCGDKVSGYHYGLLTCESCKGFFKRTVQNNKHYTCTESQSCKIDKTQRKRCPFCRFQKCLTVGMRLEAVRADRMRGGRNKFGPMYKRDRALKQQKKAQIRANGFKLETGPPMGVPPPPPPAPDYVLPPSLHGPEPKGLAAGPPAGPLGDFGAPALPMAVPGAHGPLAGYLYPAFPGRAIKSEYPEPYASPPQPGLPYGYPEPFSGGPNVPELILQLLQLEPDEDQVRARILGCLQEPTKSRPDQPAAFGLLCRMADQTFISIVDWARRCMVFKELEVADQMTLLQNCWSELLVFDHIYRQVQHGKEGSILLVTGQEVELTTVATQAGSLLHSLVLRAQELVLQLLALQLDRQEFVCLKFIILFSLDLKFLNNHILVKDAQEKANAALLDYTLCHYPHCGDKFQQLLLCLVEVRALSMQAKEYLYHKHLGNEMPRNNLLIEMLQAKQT
#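 Compound – one dose, 10 µM compound, 1% DMSO · Test system – transient Gal4-SF-1 LBD reporter, CHO-K1 · Input – 4,000 cells in each well · Read-out basis – percent activation relative to DMSO median and mock-transfected background · Replicates – single measurement per compound · Technique – steady-glow luciferase luminescence, read after 15 min reagent incubation · Timing – 20 h compound treatment, 37 °C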
# D1 allo mod: allosterically modulates the human D1 dopamine receptor | B-score at 10 µM | AID 641 | HEK293 D1, CRE-luciferase, dopamine EC30 potentiation; actives deviate in either direction | 58,000 tested, 5.9% active;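 active means luminescence count or its row- and column-corrected plate score outside the 99.7% band of the plate's sample wells, on either side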
# Target sequence (P21728 whole entry, looked up): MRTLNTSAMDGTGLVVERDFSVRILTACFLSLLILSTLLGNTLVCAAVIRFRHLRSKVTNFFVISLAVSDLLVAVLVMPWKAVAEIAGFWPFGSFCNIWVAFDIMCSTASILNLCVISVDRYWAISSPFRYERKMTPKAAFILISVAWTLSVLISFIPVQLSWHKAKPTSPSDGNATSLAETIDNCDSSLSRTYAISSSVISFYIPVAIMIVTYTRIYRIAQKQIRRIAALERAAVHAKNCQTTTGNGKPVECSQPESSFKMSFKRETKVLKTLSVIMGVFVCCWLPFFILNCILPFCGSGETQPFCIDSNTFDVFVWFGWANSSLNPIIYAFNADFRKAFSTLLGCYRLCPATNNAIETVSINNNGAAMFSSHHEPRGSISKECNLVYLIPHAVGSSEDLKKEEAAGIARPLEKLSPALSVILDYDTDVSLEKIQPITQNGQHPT
# M1 ag: activates the M1 muscarinic receptor. CHO-M1 cells, Fluo-4 calcium fluorescence, agonist mode; stronger effect = higher value. B-score at 10 µM. 64,000 tested, 3% active. AID 626;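 active means fluorescence rise, raw or as B-score row- and column-corrected plate score, outside the 99.7% band of its plate's samples, either direction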
# Jurkat viability: cytotoxicity toward Jurkat cells | 56,000 tested, 1.2% active | AID 463 | inhibition, % at 4 µM | Jurkat E6.1 viability, ATP luminescence, 48 h;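 active means inhibition above the mean inhibition of all tested compounds plus 3 SD, cut at about 28% in these data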
# TNAP act mid DEA: human TNAP activation, intermediate phosphate acceptor; AID 813; P05186; 64,000 tested, under 10 active; activation factor at 20 µM; purified TNAP, CDP-star luminescence, 100 mM DEA, 30 min; stronger effect = higher value; scale: 0 levamisole-inhibited, 1 vehicle-only enzyme;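 active means activation factor of at least 2 at 20 µM, relative to controls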
# M1 antag: antagonists of rat M1 muscarinic receptor; CHO-M1 cells, Fluo-4 calcium, ACh EC80 antagonist mode; stronger effect = lower value; B-score at 10 µM; 64,000 tested, 3.4% active; AID 628;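 active means calcium fluorescence response, raw or row-and-column corrected B-score, differing from the plate sample mean either way at a set confidence level, mostly lower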
# NADH coupling: inhibitors of enzymes used to reach an NAD/NADH endpoint; coupled PK/LDH NADH assays, four targets; IC50, µM (highest dose often 10 µM), without a hit: at the top dose inhibition; 65,000 tested, 0.02% active;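 active means single-dose screening hits from any of four coupled enzyme assays that gave an IC50 when retested across doses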;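 further: the DPM-DC format reads NADH fluorescence rather than 340 nm absorbance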
# HEK293 NFkB inh: lowers PMA/ionomycin-induced NF-kB signal in HEK293 cells | 62,000 tested, 0.21% active | HEK-293 NF-kB luciferase reporter, luminescence | AID 465 | inhibition, % at 3 µM;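 active means inhibition above the mean of all tested compounds plus 3 SD, cut at about 40% in these data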;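 further: 0% = stimulated DMSO wells and 100% = 10 µM reference inhibitor 5653914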
#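 System – HEK-293 cells with stable firefly luciferase reporter driven by four HIV NF-kB elements · Doses – one dose, 3 µM · Schedule – 1 h compound pre-incubation, 16 h PMA/ionomycin at 37 °C · Technique – luminescence from luciferase substrate reagent · Measure – percent inhibition normalized per plate to DMSO and reference-inhibitor controls · Replicates – tested once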
# * hit, by the source's call; / = no result given; [ ] = dose if it differs, or a comment. An unsorted share of the library; about 15% have a hit in one of these screens.
SMILES,Ecoli tolC,SF1 activator,D1 allo mod,M1 ag,Jurkat viability,TNAP act mid DEA,M1 antag,NADH coupling,HEK293 NFkB inh
CCN(c1ccccc1)S(=O)(=O)c1ccc(F)c(C(=O)O)c1,-0.6,9.0,-0.138,0.298,-3.1,1.1,0.0214,3.0%,4.7
Cc1ccc(S(=O)(=O)N2CC3(C)CN(S(=O)(=O)c4ccc(C)cc4)CC(C)(C2)C3O)cc1 (configuration not stated),-9.8,-7.6,-0.083,-0.0683,-4.3,1,-0.152,7.0%,16.7
Cc1ccc(Cl)cc1NC(=O)COC(=O)C1CCCC1,6.7,0.3,-1.35,-1.27,/,0.9,-0.00415,6.0%,13.1
C=CCCCOc1ccc(C(=O)O)cc1,-17.8,-22.1,0.21,-0.476,0.2,0.9,-0.562,6.0%,6.6
CCN(CC)S(=O)(=O)c1cccc(C(=O)OCC(=O)N2CC(=O)Nc3ccccc32)c1,8.9,0.2,0.18,-0.23,1.0,0.9,0.61,4.0%,19.0
COc1ccc(N2CCN(CCNS(=O)(=O)c3cccc4nsnc34)CC2)cc1,5.6,1.7,-0.305,-1.13,3.0,0.9,-0.0372,10.0%,15.9
CCOC(=O)N(Cc1ccccc1)C(C(=O)O)C(C(=O)O)N(Cc1ccccc1)C(=O)OCC (configuration not stated),-13.4,24.3,-0.285,0.596,1.5,1,0.023,4.0%,5.4
Cc1cc(C)c(C(N)=O)c(Nc2cccc(Cl)c2C)n1,-5.7,5.2,0.0779,-0.2,-2.7,0.9,-0.0578,6.0%,9.6
CC(=O)Nc1ccc(OC(=O)C(CCS(C)(=O)=O)N2C(=O)c3ccccc3C2=O)cc1 (configuration not stated),-14.3,1.4,-0.0736,0.319,0.7,0.9,-0.636,3.0%,6.5
Cc1csc(NC(=O)CCNS(=O)(=O)c2ccc3c(c2)c(=O)n(C)c(=O)n3C)n1,-9.5,4.4,2.39,-0.0349,-4.1,0.9,0.631,6.0%,-0.2
Cc1cc(NC(=O)CN2CCN(c3ccccc3F)CC2)nc2c1c(=O)oc1ccccc12,-4.4,6.3,0.536,0.692,0.9,1,0.761,5.0%,3.7
CS(=O)(=O)N1CCC(C(=O)N2CCC(Cc3ccccc3)CC2)CC1,-4.6,-10.6,-0.116,-0.463,8.0,0.9,-0.138,7.0%,14.5
O=C(O)CCCC(=O)Nc1cccc(-c2nc3ccccc3[nH]2)c1,-6.2,4.8,3.98,0.146,1.9,0.9,0.0582,6.0%,-0.6
Oc1cc(Cc2ccccc2)cnc1CN1CCOCC1,-4.7,-3.6,0.0559,-0.962,-3.6,0.9,0.284,2.0%,7.4
CC(=O)Nc1ccc(S(=O)(=O)NCC(C)NS(=O)(=O)c2ccc(NC(C)=O)cc2)cc1 (configuration not stated),-9.5,-2.0,0.243,0.717,-4.3,0.9,-0.0164,3.0%,24.1
O=C(O)CCn1[nH]c(=O)ccc1=O,-17.6,-6.8,-0.916,0.0359,2.8,0.9,-0.363,1.0%,11.4
Cc1ccc2cc(CN(Cc3ccco3)C(=O)c3cccs3)c(=O)[nH]c2c1,5.3,44.8,0.211,-0.235,92.5*,0.8,-0.342,10.0%,9.8
COC(=O)c1ccccc1NC(=O)Cn1cnc2c(cnn2-c2ccccc2)c1=O,-16.6,6.6,-0.669,-1.69,-5.4,0.9,-0.0516,7.0%,5.8
c1csc(Cn2nnnc2CN2CCN(c3nc4ccccc4s3)CC2)c1,49.0,-11.6,-0.585,0.0571,8.5,0.9,-0.041,7.0%,-2.6
COC(=O)Nc1nnc(SCc2ccc(C)cc2)s1,1.5,14.9,0.599,0.251,-2.8,0.9,0.0205,7.0%,-1.8
O=C(NCCN1CCOCC1)c1cc(=O)[nH]c2ccc(Br)cc12,-19.4,16.2,-0.346,0.397,0.0,0.9,-0.00696,4.0%,9.8
CCOc1ccccc1NC(=O)N1CCC(NC(=O)c2cccc(C)c2)CC1,-8.3,7.1,1.13,-0.724,-1.9,0.9,0.265,8.0%,23.1
CC(=O)Nc1ccc(S(=O)(=O)NC(=O)C23CC4CC(CC(C4)C2)C3)cc1,11.1,-21.6,-0.23,-0.015,4.4,1,1.36,3.0%,7.8
Cc1ccc(Cl)cc1N1CCN(Cc2nnnn2C2CCCCC2)CC1,36.6,-11.2,-0.176,-0.452,5.1,0.8,0.342,8.0%,12.3
CC(C)(C)C1CCc2[nH]nc(C(=O)O)c2C1 (configuration not stated),6.1,11.8,-0.243,-0.348,2.5,1,0.0198,3.0%,-6.8
N#CCCN1CCN(S(=O)(=O)c2ccc(S(=O)(=O)NC3CCCCC3)cc2)CC1,-0.6,-9.9,3.08*,1.04,-0.9,0.9,-0.00415,3.0%,6.5
O=c1[nH]c(NCCCO)nc2c1C1(CCCC1)Cc1ccccc1-2,65.4*,-9.1,-0.6,-0.198,3.4,1,-0.959,11.0%[fluoresces],-4.9
CCC(c1nnnn1CS(=O)(=O)c1ccc(C)cc1)N1CCN(c2nc3ccccc3s2)CC1 (configuration not stated),21.5,13.2,0.0428,-1.22,-2.6,0.9,-0.00207,7.0%,23.8
Cn1c(=O)cc(OCC(=O)NCc2ccccn2)c2ccccc21,1.9,0.1,0.649,-0.125,2.3,1,-0.0166,4.0%,-20.3
Cn1c(=O)oc2cc(S(=O)(=O)N3CCCC(C(=O)NCc4ccc5c(c4)OCO5)C3)ccc21 (configuration not stated),-6.1,10.3,0.458,0.517,-0.5,0.9,-0.304,4.0%,8.7

# Six compounds already listed, arranged by the value under M1 antag, largest number first.
canonical_smiles,M1 antag
Cc1ccc(Cl)cc1N1CCN(Cc2nnnn2C2CCCCC2)CC1,0.342
CCOc1ccccc1NC(=O)N1CCC(NC(=O)c2cccc(C)c2)CC1,0.265
CC(C)(C)C1CCc2[nH]nc(C(=O)O)c2C1 (configuration not stated),0.0198
CCC(c1nnnn1CS(=O)(=O)c1ccc(C)cc1)N1CCN(c2nc3ccccc3s2)CC1 (configuration not stated),-0.00207
Cn1c(=O)cc(OCC(=O)NCc2ccccn2)c2ccccc21,-0.0166
O=c1[nH]c(NCCCO)nc2c1C1(CCCC1)Cc1ccccc1-2,-0.959

# The list continues.
SMILES,Ecoli tolC,SF1 activator,D1 allo mod,M1 ag,Jurkat viability,TNAP act mid DEA,M1 antag,NADH coupling,HEK293 NFkB inh
COc1ccc(-c2nc3c(n2O)CCCC3=O)cc1OC,1.8,2.9,/,-0.0471,2.4,0.9,-0.311,10.0%[fluoresces],25.0
CC(C)(C)n1ncc2c(=O)n(CC(=O)N3CCCCCC3)cnc21,4.8,4.8,-0.386,0.0551,-3.5,1,-2.15,7.0%,8.0
Cc1ccc(NC(=O)CN2C(=O)COc3ccc(C)cc32)nc1,-10.9,2.0,-0.011,-1.48,2.4,0.9,0.192,4.0%,5.9
Cc1ccc(/C=N/c2sc3c(c2C#N)CCC3)s1,-9.9,-16.2,-1.05,-0.636,/,0.9,-0.0161,9.0%,-59.1
O=C1CCc2nc3ccccc3c(=O)n2N1,10.2,-2.7,/,0.644,/,0.9,-0.315,4.0%,/
O=C(Nc1ccccc1N1CCCC1)c1ccco1,-11.0,4.1,0.336,0.863,-4.3,0.9,-0.395,6.0%,6.7
Cc1ccc(-n2nnnc2SCCNS(=O)(=O)c2ccccc2)cc1C,49.5,-13.5,0.434,-0.102,3.0,0.9,0.778,6.0%,7.0
Cc1cc(NC(=O)CSc2nnc3c(C)cc4cc(C)c(C)cc4n23)no1,-7.4,1.0,0.0297,0.0369,-0.4,0.9,-0.596,10.0%,13.1
Nc1ccc2oc3ncccc3c(=O)c2c1,13.0,19.4,/,-0.354,/,0.8,-0.878,1.0%,/
CCOC(=O)c1c(N)sc(C(=O)N2CCCC2)c1C,-6.2,-1.8,-0.9,0.739,/,0.9,0.697,1.0%,11.5

# The list goes on, overlapping the part above by 2 compounds.
SMILES,Ecoli tolC,SF1 activator,D1 allo mod,M1 ag,Jurkat viability,TNAP act mid DEA,M1 antag,NADH coupling,HEK293 NFkB inh
Nc1ccc2oc3ncccc3c(=O)c2c1,13.0,19.4,/,-0.354,/,0.8,-0.878,1.0%,/
CCOC(=O)c1c(N)sc(C(=O)N2CCCC2)c1C,-6.2,-1.8,-0.9,0.739,/,0.9,0.697,1.0%,11.5
CCOC(=O)CC(N)c1ccc(OC)cc1 (configuration not stated),-14.9,-1.0,-0.34,-0.385,/,0.9,-0.0363,1.0%,1.0
CCOC(=O)c1ccc(NC(=O)c2nccnc2C(=O)O)cc1,-6.5,20.3,/,0.129,-5.6,1,-0.591,0.0%,0.3
O=C(N1CCOCC1)N1CCC(n2nnc3ccccc32)CC1,-26.9,7.1,/,0.519,-0.6,1,1.14,5.0%,3.9
CCCCC(=O)Nc1ccc(C(=O)Nc2ccc(S(=O)(=O)N3CCCC3)cc2)cc1,-3.9,-8.3,0.0333,0.382,12.5,1,0.133,3.0%,6.0
CC(=O)N1CCc2ccc(C(=O)CN3CCN(c4cccc(C)c4C)CC3)cc21,8.3,-5.1,-1.41,-1.07,-5.7,1,-0.53,6.0%,11.7
COc1cc(Cl)c(S(=O)(=O)N2CC(C)OC(C)C2)cc1Cl (configuration not stated),12.1,-8.0,0.819,1.88,-4.0,0.9,-0.106,1.0%,6.5
CCOC(=O)Cn1c(=O)oc2cc(S(=O)(=O)Nc3cc(OCC)ccc3OCC)ccc21,2.8,-7.3,-0.348,0.457,0.2,0.9,-0.118,6.0%,8.8
COc1ccccc1N1CCN(S(=O)(=O)c2ccc3c4c(cccc24)C(=O)N3)CC1,30.6,3.1,/,0.437,6.4,0.9,0.659,6.0%,18.5

# High-throughput results as filed in PubChem.
